# Screening data: PubChem, National Center for Advancing Translational Sciences (NCATS)
# Nrf2 ARE act: activators of Nrf2 (ARE) signaling. AREc32 ARE-luciferase reporter (MCF7-derived line), luminescence, 24 h. Potency, µM (series often up to 46.1 µM), for the others: at the top dose activation, actives largely listed as activators. actives 0.31% (n = 410,000); also: potency is read from the fitted curve at half-maximal effect; % of control where 0% means no effect; nearly all actives have a fitted effect of over 65% in size
#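 AREc32 cells carrying an ARE-driven firefly luciferase, 1000 cells/well in OPTI-MEM with 5% FBS, dosed after overnight attachment and incubated 24 hr at 37 deg C. Steady-Glo luminescence read after 30 min at RT.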
# pAkt inh: blocks phosphorylation of Akt; Neuro2A IGF-stimulated pAkt S473 HTRF, 20 min; stronger effect = lower value; activity change, % for hits at 50 µM; actives 0.32% (n = 360,000); in the data active = activity change below about -80%; inconclusive = mostly about -51% to -80%; also: % is scaled to controls: 0 for no effect and ±100 for the full control effect
#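 Single-point screen (50 µM final compound) in Neuro2A cells stimulated 20 min with 6 nM IGF at 37 deg C. After lysis, Ser473-phosphorylated Akt read by HTRF (ex 330 nm, em 615/665 nm) as the 665/615 ratio.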
# A549 viability: counter-screen for Nrf2 inhibitors: cytotoxicity in A549 cells | A549 ARE-Fluc cells, CellTiter-Fluor viability, 18-24 h | AID 504648 | Potency, µM (top dose mostly 46 µM), for inactives: at the highest dose activity change, negative = cytotoxicity, most hits filed as inhibitors | actives 0.16% (n = 390,000); also: potency is read from the fitted curve at half-maximal effect; % is scaled to controls: 0 for no effect and ±100 for the full control effect
#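 A549 ARE-Fluc cells in 5% FBS OPTI-MEM, 5000 cells/well, rested 2 h then exposed to compounds in concentration-response for 18-24 h at 37 °C. Viability by CellTiter-Fluor fluorescence (Ex 405/Em 525) after 30 min; luciferase luminescence (BugLite, 15 min, RT) read afterwards.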
# MmCpn inh: inhibitors of Methanococcus maripaludis chaperonin (MmCpn) | Potency, µM (titrated, usually from 76.9 µM), for the others: at the highest dose activity, negative = inhibition, hits mostly inhibitors | actives 0.031% (n = 330,000) | purified Mm-Cpn ATPase, ADP Transcreener TR-FRET; also: potency is read from the fitted curve at half-maximal effect; % is scaled to controls: 0 for no effect and ±100 for the full control effect; nearly all actives have a fitted effect of over 80% in size
#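 ATPase turnover read by TR-FRET ADP competition (Eu cryptate antibody/ADP-d2, 665/590 nm): 10uM ATP final, 25nM Mm-CPN final, 30 min 37degC after 10-min compound preincubation, pH 7.4 Tris/KCl/MgCl2/DTT buffer.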
# CCT chaperon mod: modulators of cytosolic chaperonin (CCT/TRiC) activity. actives 0.3% (n = 360,000). AID 651819. activity change, % (concentration not given with the values), hits read low. purified chaperonin ATPase assay, HTRF ADP detection, 30 min; in the data active = activity change below about -30%; also: % is scaled to controls: 0 for no effect and ±100 for the full control effect
#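 Enzyme 40 or 20 nM (batch-dependent) in Tris pH 7.4/KCl/MgCl2/DTT; cpd 76 uM single point; ATP 10 uM; 30 min 37 °C; Transcreener ADP HTRF detection, 30 min RT; ratio 665/615.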
# Nrf2 block: Nrf2 pathway inhibition. A549 ARE-Fluc reporter, luciferase luminescence, 18-24 h. actives 2.1% (n = 360,000). Potency, µM (series often up to 46 µM), for inactives: at the highest dose activity change, negative = inhibition, usual class: inhibitors; also: potency is read from the fitted curve at half-maximal effect; % is scaled to controls: 0 for no effect and ±100 for the full control effect; nearly all actives have a fitted effect of over 60% in size
#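 A549 ARE_Fluc cells (5000/well, 5% FBS OPTI-MEM) pre-incubated 2 h, then treated with compounds 18-24 h at 37C/5% CO2 in concentration-response. CellTiter-Fluor viability read first; BugLite luciferase luminescence after 15 min at room temperature gives Nrf2 activity.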
# TGFb SMAD3 inh: inhibitors of TGF-b signaling | HepG2 CAGA-GFP TGF-b/SMAD3 reporter, GFP fluorescence, 18 h; TGF-beta stimulated, 500 pg/mL final | Potency, µM (series often up to 46.1 µM), for the others: at the top dose activity, negative = inhibition, usual class: inhibitors | actives 1.2% (n = 410,000) | AID 588855; also: potency is read from the fitted curve at half-maximal effect; % is scaled to controls: 0 for no effect and ±100 for the full control effect; nearly all actives have a fitted effect of over 65% in size
#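 TGF-beta reporter screen: HEPG2 CAGA-GFP, 1% FBS, 500 pg/mL TGF-beta final, 18 h; per-cell GFP summed per well; curves fitted and categorized by class.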
# Abeta rescue: compounds reversing amyloid beta toxicity in yeast. yeast expressing A-beta42, growth rescue, OD600, 48 h; response scale: 0% DMSO, 100% iron-clioquinol control. AID 1347071. actives 0.063% (n = 410,000). Potency, µM (titrated, usually from 46.1 µM), for the others: top-dose growth rescue, usual class: activators; also: potency is read from the fitted curve at half-maximal effect; nearly all actives have a fitted effect of over 55% in size
#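 Growth rescue measured by 600 nm absorbance after 48 h yeast culture at 30 C with compound. Values normalized between DMSO and an equimolar ferric chloride plus clioquinol control.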
# HepG2 viability: HepG2 cytotoxicity, counter-screen for TGF-b inhibitors; HepG2 CAGA-GFP viability, ATP luminescence, 18 h; Potency, µM (top dose mostly 46.1 µM), for inactives: at the highest dose activity change, negative = cytotoxicity, usual class: cytotoxic; actives 0.76% (n = 410,000); AID 588856; also: potency is read from the fitted curve at half-maximal effect; some results filed as inactive show a strong effect at the top dose
#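 HepG2 CAGA-GFP cells (1000/well, DMEM with 1% FBS) received compound, then TGF-beta at 500 pg/mL final, and were incubated 18 hours at 37 degrees C. Viability was read by CellTiter-Glo luminescence. Media-only wells were set as complete cell-killing and DMSO as no toxicity.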
# An asterisk follows results filed as active; i = inactive; ? = inconclusive; nt = no result given; & = joins results of further samples; [ ] = remark or other dose. Unless noted, calls follow the shape of the dose curve; as a rule, active = well fitted curve in the direction sought with a large enough effect; inconclusive = small, poorly fitted or top-dose-only effect, or another doubt; inactive = no such curve, though single readings can be large; an effect the other way counts as inactive or inconclusive.
SMILES,Nrf2 ARE act,pAkt inh,A549 viability,MmCpn inh,CCT chaperon mod,Nrf2 block,TGFb SMAD3 inh,Abeta rescue,HepG2 viability
CCOC(=O)C(=O)Nc1nnc(C2CCCCC2)s1,-0.2%,i,6%,0%,-1.0,17%,19%,-11%,-13%
CCCc1cc(-n2ccnc2)n2c(nc3ccccc32)c1C#N,-0.5%,i,-16%,-4%,-0.1,nt,238%[activator],-3%,-11%
N#CC1=C(N)SC(N)=C(C#N)C1C1C=CCCC1 (stereo not given),3.2%,i,-3%,-2%,-1.5,11%,24%,?,-5%
Cc1ccc(NC(=O)CCNS(=O)(=O)c2ccc(OC(F)(F)F)cc2)c(O)c1,0.2%,i,12%,?,0.7,1%,8%,10%,22%
COc1cccc(C(=O)N2CCC[C@H]2C(=O)N2CCC[C@H]2C(=O)NCc2ccccn2)c1,-1.2%,i,nt,nt,1.8,nt,nt,-3%,nt
COc1ccc(C(=O)CSc2nnc(-c3cnccn3)n2Cc2ccco2)cc1,1.8%,i,4%,-11%,-0.2,22%,3%,3%,-52%
O=C(/C=C/c1ccc(Br)o1)NCc1ccccc1,6.7%,i,12%,0%,0.7,-5%,3%,-9%,-6%
O=C(COc1ccc(Cl)cc1)Nc1ccc2c(c1)nc1n2CCOC1,-0.7%,i,1%,0%,-3.2,-14%,1%,-14%,1%
COc1cc(/C=C/c2ccc3cccc(OC)c3n2)c(O)c([N+](=O)[O-])c1,5.4%,i,-7%,-2%,0.0,8%,?,-5%,-30%
O=C1N(c2ccc(Cl)c(Cl)c2)CN(Cc2ccccc2)CN1n1cnnc1,-0.4%,i,-12%,0%,-0.9,1%,-4%,-22%,-25%
Cc1ccc(S(=O)(=O)N(C)c2ccccc2C(=O)Nc2ccc(F)cc2F)cc1,-0.5%,i,-4%,1%,-2.9,0%,-14%,7%,-39%
Cc1ccc2c(c1)c(=O)c1ccccc1n2CCCC(=O)Nc1ccc(F)cc1F,-0.2%,nt,2%,nt,nt,-13%,-1%,-10%,-2%
Cc1ccc(C2CC(=O)Nc3sc(C(N)=O)c(N)c32)cc1 (stereo not given),-0.2%,nt,-1%,nt,-0.7,nt,9%,-10%,1%
O=C1CCN(Cc2ccc(O)cc2)CCN1[C@H](CO)Cc1ccccc1,0.4%,i,1%,1%,-3.0,1%,?,-14%,6%&-1%
CC(NC(=O)CC(c1ccccc1)c1cc(Cl)ccc1O)c1ccccc1 (stereo not given),2.6%,i,-12%,1%,-5.2,-24%,16µM*,24%,-1%
Cc1ccc(N(C(=O)Cn2nnc3ccccc32)C(C(=O)NCc2ccccc2)c2ccccn2)cc1 (stereo not given),1.4%,i,3%,2%,-2.4,0%,-16%,-3%,0%
CN1c2ccccc2C(=O)/C(=C\Nc2ccc(F)cc2F)S1(=O)=O,2.4%,i,-3%,2%,-4.1,7%,-8%,-4%,-31%
Cc1ccc(O)c(Nc2c3ccccc3nc3ccccc23)c1,?,i,-9%,-2%,0.3,?,?,-27%,-25%
C=CCn1c(C)c(/C=C/c2cc[n+](C)cc2)c2ccccc21,7.7%,i,-21%,?,-0.5,?,122%[activator],-34%,-19%
COc1cccc(N2CCN(C3CC(=O)N(c4ccc(C)c(Cl)c4)C3=O)CC2)c1 (stereo not given),0.5%,i,-7%,-1%,-0.3,7%,3%,25%,3%
CN(C(=O)CCn1c(=S)oc2ccccc21)c1ccc(F)cc1,-0.2%,i,1%,1%,-1.7,-17%,?,4%,-1%
COc1ccccc1CNC(=O)C1CCN(S(=O)(=O)Cc2ccccc2)CC1,-0.3%,nt,0%,nt,nt,20%,1%,-13%,2%
O=C(Cc1cccs1)N/N=C/C=C/c1ccccc1,0.4%,i,3%,-1%,-2.9,11%,5%,0%,9%
O=C(O)C1CC=CC2CCN(C3CC3)C(=O)C21 (stereo not given),nt,nt,3%,nt,nt,10%,1%,nt,-12%
CCc1ccc(NC(=O)Cn2nc(C(F)(F)F)c3c2CCC3)cc1,-0.3%,i,-4%,1%,-2.2,?,-15%,22%,-3%
O=C1NCCO1,-0.1%,i,6%,1%,-3.0,2%,-13%,-21%,-36%
Cc1ccc(NC(=O)/C=C/C(=O)O)c([N+](=O)[O-])c1,0.4%,i,-2%,2%,0.4,1%,4%,19%,1%
CCOC(=O)c1c(C)c(C(=O)NCc2ccco2)c(C)n1C,0.2%,i,-3%,2%,0.5,-16%,-1%,-5%,41%
CC1(C)OC(=O)C(=CNCCc2ccc(O)cc2)C(=O)O1,0.0%,i,-2%,1%,-3.3,4%,13%,1%,11%
COc1ccc(S(=O)(=O)N2CCN(Cc3ccc4c(c3)OCO4)CC2)cc1OC,-0.6%,nt,2%,nt,nt,-28%,4%,-5%,-6%
Brc1cnc(N2CCCC2)nc1N1CCOCC1,-0.3%,i,-5%,-1%,-0.2,0%,?,1%,-20%
CCOC(=O)c1noc2nc(C)n(CC(=O)Nc3ccc(Br)cc3C)c(=O)c12,2.7%,nt,-1%,nt,nt,nt,-14%,-22%,-32%
CCCCN(CC)S(=O)(=O)c1ccc(C(=O)N=c2sc3cc(NC(C)=O)ccc3n2C)cc1,-0.3%,i,-6%,-1%,1.3,-17%,-4%,5%,-62%
Cc1ccc([N+](=O)[O-])cc1NC(=O)CN(c1ccccc1)S(=O)(=O)N(C)C,10.0%,nt,-2%,nt,nt,-12%,?,-7%,-13%
CCc1nc2ccccc2n2c(-c3ccccc3)c3c(=O)n(C)c(=O)n(C)c3c12,-0.6%,nt,0%,nt,nt,-13%,-9%,-9%,-5%
COc1ccc(CN2CCN(C(=O)c3ccco3)CC2)cc1,1.7%,i,4%,-2%,-2.1,nt,-21%,-15%[9.22 µM],-10%
Cc1cc(=O)c(C(=O)O)cn1Nc1ccc(F)cc1,-0.7%,i,2%,-3%,1.2,-5%,-4%,-13%,6%
O=C1c2ccccc2CCc2ccccc21,0.5%,i,15%,nt,-1.0,14%,-3%,-6%,-8%
Cc1onc(-c2c(Cl)cccc2Cl)c1C(=O)Nn1cnnc1,-0.4%,i,-1%,0%,-1.7,-15%,10%,-12%,11%
CO/N=C/C(C#N)=C/c1cc(C(=O)c2ccc(F)cc2)cn1C,0.2%,i,-6%,-1%,-6.6,-8%,0%,1%,0%
COc1ccc(C(C)(C)C)cc1NC(=O)CCCn1c(=O)oc2ccccc21,0.6%,i,8%,3%,-1.7,-23%,-6%,-9%,2%
N#Cc1cccc(Cn2nnc(-c3ccccc3)n2)c1,-0.5%,i,3%,0%,1.2,6%,4%,10%,-2%
COc1ccc(C(=O)Nc2nnc(CCc3ccccc3)s2)c(OC)c1,0.4%,i,12%,0%,0.9,5%,-13%,12%,-19%
CCN(CC)C(=O)c1nc[nH]c1C(=O)N1CCN(c2ccccc2)CC1,-0.4%,i,-1%,-1%,0.8,7%,?,-1%,4%
Cc1ccc(C)c(NC(=S)N2CCCCC2CO)c1 (stereo not given),0.1%,i,-3%,1%,-1.7,1%,-5%,20%,-32%
CC(C)c1ccc(C2=CC(c3cccc(Cl)c3)n3ncnc3N2)cc1 (stereo not given),8.4%,nt,1%,nt,nt,nt,-1%,11%,-43%
COc1ccc(C(=O)NCc2ccc3c(c2)CCO3)cc1,0.6%,i,7%,2%,-0.3,17%,-25%,-8%,-33%
Cc1cc(C)cc(OCC(=O)Nc2nc(-c3ccc(F)cc3)ns2)c1,5.0%,nt,0%,nt,nt,5%,-8%,-16%,1%

# Exported bar-delimited: 5 of the compounds above.
Molecule | Nrf2 ARE act | pAkt inh | A549 viability | MmCpn inh | CCT chaperon mod | Nrf2 block | TGFb SMAD3 inh | Abeta rescue | HepG2 viability
Cc1cc(=O)c(C(=O)O)cn1Nc1ccc(F)cc1 | -0.7% | i | 2% | -3% | 1.2 | -5% | -4% | -13% | 6%
CC(C)c1ccc(C2=CC(c3cccc(Cl)c3)n3ncnc3N2)cc1 (stereo not given) | 8.4% | nt | 1% | nt | nt | nt | -1% | 11% | -43%
O=C1c2ccccc2CCc2ccccc21 | 0.5% | i | 15% | nt | -1.0 | 14% | -3% | -6% | -8%
Cc1ccc(C)c(NC(=S)N2CCCCC2CO)c1 (stereo not given) | 0.1% | i | -3% | 1% | -1.7 | 1% | -5% | 20% | -32%
COc1ccc(C(=O)Nc2nnc(CCc3ccccc3)s2)c(OC)c1 | 0.4% | i | 12% | 0% | 0.9 | 5% | -13% | 12% | -19%

# More entries.
SMILES,Nrf2 ARE act,pAkt inh,A549 viability,MmCpn inh,CCT chaperon mod,Nrf2 block,TGFb SMAD3 inh,Abeta rescue,HepG2 viability
CCOC(=O)N1CCN(C(=O)CN2C(=O)COc3ccc(C)cc32)CC1,0.1%,i,-3%,2%,-2.0,5%,0%,-11%,5%
COc1ccc(C(=O)OCC(=O)NC2CCCC2)c(OC)c1OC,0.1%,i,-20%,-1%,-2.7,?,8%,6%,8%
O=C(NCc1ccccc1)C1CCN(S(=O)(=O)c2ccc(N3CCCC3=O)cc2)CC1,0.3%,i,2%,-1%,0.0,?,-10%,1%,-18%
COc1ccc(NC(=O)c2cc3c(=O)n(C)c4cc(Cl)ccc4c3s2)cc1Cl,0.4%,nt,4%,nt,nt,nt,-29%,-22%,-11%
